# Compound activity: PubChem BioAssay, Johns Hopkins Ion Channel Center
# MrgX1 agonist: human MrgX1 receptor agonism, primary screen; Q96LB2; MrgX1-HEK293 cells, Fluo-4 calcium fluorescence, agonist mode; hits give high values; B-score at 10 µM; 0.44% of 310,000 active;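 active = calcium response B-score plate-corrected fluorescence ratio at least 3 library SD, with starting fluorescence B-score inside 5 SD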
# Target sequence (Q96LB2 whole entry, looked up): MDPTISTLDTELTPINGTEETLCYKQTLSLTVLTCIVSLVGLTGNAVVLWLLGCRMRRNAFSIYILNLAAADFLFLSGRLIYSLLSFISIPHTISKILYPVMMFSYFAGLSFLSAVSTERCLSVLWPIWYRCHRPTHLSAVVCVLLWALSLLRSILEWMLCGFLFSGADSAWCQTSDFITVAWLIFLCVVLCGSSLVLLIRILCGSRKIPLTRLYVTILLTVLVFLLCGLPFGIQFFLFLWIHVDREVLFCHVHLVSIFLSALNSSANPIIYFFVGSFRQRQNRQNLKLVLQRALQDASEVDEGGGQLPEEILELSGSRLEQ
#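 Material: HEK293 cells stably expressing human MrgX1 receptor | Quantity: 15,000 cells per well | Times: Cells plated overnight, dye loaded 0.5 h 37 °C, 0.5 h room temperature | Measured by: Kinetic Fluo-4 NW fluorescence of intracellular calcium | Control set: Positive and negative controls per plate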
# ANO1 activ: mouse TMEM16A channel activation, primary screen; Q8BHY3; HEK293 TMEM16A/YFP-H148Q/I152L, iodide quench fluorescence; hits give low values; B-score at 10 µM; 0.3% of 340,000 active; AID 623877;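 active = fluorescence-ratio B-score plate-corrected deviation score at least 3 library SD below zero, with starting fluorescence score within 5 deviations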;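 note: channel opened by trigger with iodide after compound preincubation; score built on the fluorescence ratio of max minus min over baseline; more negative score means more quench and so TMEM16A activation or potentiation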
# TMEM16A inh: blocks the mouse calcium-activated chloride channel TMEM16A; Q8BHY3; HEK293 TMEM16A/YFP iodide influx fluorescence, ionomycin; normalized B-score (activity score, 25-100; higher = stronger inhibition) at 10 µM; 1.2% of 310,000 active; AID 588511;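 active = ratio plate-corrected score three or more library SD toward inhibition, starting fluorescence score within five deviations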;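 note: score derived from kinetic fluorescence span divided by baseline fluorescence per well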
# TRPC4 PAM: allosteric potentiators of mouse TRPC4 channel; Q9QUQ5; HEK293 TRPC4beta/mu-opioid, DAMGO EC20, Fluo-4 Ca2+ flux; hits give high values; B-score at 10 µM; 0.42% of 310,000 active; AID 2227;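 active = B-score of calcium response area above 5 SD of library B-scores, with initial fluorescence ratio within 5 SD of library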;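 note: B-score of integrated fluorescence ratio over time as area under calcium response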
# RGS4 block: human RGS4 inhibition; P49798; HEK293 M3R/RGS4 inducible, Fluo-4 calcium flux; hits give high values; triggered by carbachol at its EC20; B-score at 10 µM; 0.45% of 310,000 active; AID 463165;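 active = B-score, a plate-corrected calcium signal, over three deviations above library mean, with baseline fluorescence within five deviations of library mean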;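 note: RGS4 expression induced by doxycycline in cells with stable M3 receptor; B-score is computed from the integrated fluorescence ratio over baseline after carbachol; higher B-score means a larger calcium signal and so more RGS4 inhibition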
# Target sequence (P49798 whole entry, looked up): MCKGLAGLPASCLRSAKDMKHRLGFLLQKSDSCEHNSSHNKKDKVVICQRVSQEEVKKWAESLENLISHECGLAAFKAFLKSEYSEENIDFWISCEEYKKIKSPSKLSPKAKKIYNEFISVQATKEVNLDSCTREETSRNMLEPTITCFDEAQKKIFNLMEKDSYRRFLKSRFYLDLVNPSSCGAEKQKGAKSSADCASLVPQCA
# TRPC6 inh: mouse TRPC6 channel inhibition; Q61143; HEK293-TRPC6, membrane potential dye, ACh-evoked depolarization; hits give low values; B-score at 10 µM; 1.1% of 310,000 active; AID 2553;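 active = B-score under library mean minus 3 SD, initial fluorescence not abnormally high, positive integrated signal ratio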;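 note: B-score derived from integrated fluorescence ratio over the kinetic read; more negative B-score means stronger inhibition of depolarization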
# TRPC4 inh: blocks the mouse TRPC4 cation channel. Q9QUQ5. HEK293 TRPC4beta/mu-opioid, DAMGO-evoked Fluo4 calcium flux; hits give low values. B-score at 10 µM. 0.39% of 300,000 active;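 active = B-score over 3 SD under the library average, no early fluorescence shift, positive overall ratio signal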
#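 Assay system – HEK293 line stably carrying TRPC4beta and mu-opioid receptor · Doses – single dose · Detection – Fluo4 calcium-dye fluorescence, kinetic read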
# TRPC4 act: opens the mouse TRPC4 cation channel. Q9QUQ5. HEK293 TRPC4beta/mu-opioid, Fluo4 calcium fluorescence; hits give high values. B-score at 10 µM. 0.49% of 310,000 active. AID 2237;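 active = B-score above 5 SD of library B-scores, and initial fluorescence ratio not above library mean plus 5 SD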;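 note: positive B-score marks a calcium rise read as TRPC4 activation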
#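 Material: HEK293 stable line with TRPC4beta plus mu-opioid receptor; technique: Fluo4 calcium-sensitive dye fluorescence, kinetic, 1 Hz baseline; timing: Fluo4 dye loading 45 min at room temperature, 110 s recording; controls: assay buffer as low control, maximal DAMGO as high control; read-out: integrated baseline-normalised fluorescence ratio, converted to per-well B score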
# MrgX1 antag: human MrgX1 receptor antagonism, primary screen; Q96LB2; MRGX1-HEK293 calcium flux, Fluo-4, BAM8-22 antagonism; hits give low values; B-score at 10 µM; 1.3% of 310,000 active;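 active = calcium-response B-score plate-corrected more than 3 library SD below zero, starting fluorescence within 5 deviations, no agonist response on first addition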;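 note: peak minus trough fluorescence over baseline after final BAM8-22 challenge near maximal dose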
# TRPC6 act: mouse TRPC6 channel activation. Q61143. HEK293-TRPC6 membrane potential dye fluorescence; hits give high values. B-score at 10 µM. 0.13% of 310,000 active. AID 2550;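 active = B-score of the integrated fluorescence ratio above library mean plus 3 SD, and starting fluorescence ratio within library mean plus 5 SD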;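 note: higher score means more depolarization so channel activation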
# MrgX1 allo act: human MrgX1 positive allosteric modulation, primary screen; 0.63% of 310,000 active; AID 588675; B-score at 10 µM; MrgX1-HEK293, Fluo-4 calcium flux, FDSS; hits give high values;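 active = plate-corrected calcium response at least 3 library SD above typical, normal starting fluorescence, not activating the receptor alone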;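 note: compound read alongside a low EC10 to EC30 dose of BAM8-22 agonist; peak minus trough fluorescence over baseline measured at the second addition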
# An asterisk follows results filed as active; i = inactive; . = not tested or not shown. Outcome played no part in choosing rows; any-hit rate near 5.8%.
SMILES,MrgX1 agonist,ANO1 activ,TMEM16A inh,TRPC4 PAM,RGS4 block,TRPC6 inh,TRPC4 inh,TRPC4 act,MrgX1 antag,TRPC6 act,MrgX1 allo act
COc1ccc(CC(=O)Nc2ccc(S(=O)(=O)Nc3onc(C)c3C)cc2)cc1OC,i,i,i,i,i,i,i,i,i,i,i
C=CCOc1ccc(/C=C/C(C)=N\O)cc1,i,i,i,i,i,i,i,i,i,i,i
CN(C)c1ccc2c(=O)[nH][nH]c(=O)c2c1,i,i,i,i,i,i,i,i,i,i,i
CCOC(=O)c1cc(-c2nnc(-c3ccc(Cl)cc3)o2)c(C)nc1C,i,i,i,i,i,i,i,i,i,i,i
COCc1cc(C)nc(SCC(=O)Nc2ccccc2C)c1C#N,i,i,i,i,i,i,i,i,i,i,i
COc1ccc(S(=O)(=O)N2CCc3ccccc32)cc1C(=O)OCC(=O)c1c(N)n(C)c(=O)n(C)c1=O,i,i,i,i,i,i,i,i,i,i,i
COc1ccc(C(=O)C2CCCN(Cc3cc(C)c(O)c(C)c3)C2)c(OC)c1 (configuration not stated),i,i,i,i,i,i,i,i,i,i,i
CC1CC(Nc2ccccc2)=CC(=O)O1 (configuration not stated),i,i,i,i,i,i,i,i,i,i,i
COc1ccc(N2CCN(S(=O)(=O)CCNC(=O)C(C)Oc3ccccc3)CC2)cc1 (configuration not stated),i,i,i,i,i,i,i,i,i,i,i
O=C(CCn1nnnc1CN1CCOCC1)N1CCC(c2cccc(Cl)c2)C1 (configuration not stated),i,i,i,i,i,i,i,i,i,i,i
C=CCc1c(C)nc(SCc2ccccc2)[nH]c1=O,i,i,i,i,i,i,i,i,i,i,i
CCOC(=O)CC1(C)SC(NC(C)=O)=NN1C(C)=O (configuration not stated),i,i,i,i,i,i,i,i,i,i,i
CC(=O)c1ccc(N2CCN(c3ccc(C(N)=O)cc3[N+](=O)[O-])CC2)cc1,i,i,i,i,i,i,i,i,i,i,i
COc1ccc(S(=O)(=O)n2ccnc2)c2cccnc12,i,i,i,i,i,i,i,i,i,i,i
NNC(=O)[C@H]1C[C@@H]1c1ccccc1,i,i,i,i,i,i,i,i,i,i,i
O=C(COC(=O)CCC(=O)c1cccs1)NC1CC1,i,i,i,i,i,i,i,i,i,i,i
Cc1cc(-n2cnnn2)ccc1C(C)C,i,i,i,i,i,i,i,i,i,i,i
Oc1ccc(-c2nc(-c3ccc(F)cc3)c(-c3ccncc3)[nH]2)cc1,i,i,i,.,.,.,.,.,i,.,i
Cc1ccc(C)c(NC(=S)NNc2ccc(F)cc2F)c1,i,i,i,i,i,i,i,i,i,i,i
CCOC(=O)CSc1nc(C)nc2c1sc1nc(C)c(C(C)=O)c(-c3ccc(OC)cc3)c12,i,i,i,i,i,i,i,i,i,i,i
Oc1c(Cl)cc(Cl)cc1CNc1nc2ccccc2[nH]1,i,i,i,i,i,i,i,i,i,i,i
O=S(=O)(Nc1cccnc1)c1cc(Cl)ccc1Cl,i,i,i,i,i,i,i,i,i,i,i
O=C(/C=C/c1ccc2c(c1)OCO2)c1cccnc1,i,i,i,i,i,i,i,i,i,i,i
CCOC(CNC(=O)CCc1c(C)nc2ncnn2c1C)OCC,i,i,i,i,i,i,i,i,i,i,i
CCN(c1ccccc1)c1nc2nonc2nc1NCCO,i,i,i,i,i,i,i,i,i,i,i
Cc1cc(C(=O)COC(=O)c2ccc(N)c([N+](=O)[O-])c2)c(C)n1Cc1ccc2c(c1)OCO2,i,i,i,i,i,i,i,i,i,i,i
O=C(O)C1CCCCN1S(=O)(=O)c1ccc2ccccc2c1 (configuration not stated),i,i,i,i,i,i,i,i,i,i,i
CCNC(=S)Nc1ccc(Cc2ccncc2)cc1,i,i,i,i,i,i,i,i,i,i,i
CC(CCc1ccccc1)NS(=O)(=O)c1ccc(Cl)c(C(=O)O)c1 (configuration not stated),i,i,i,i,i,i,i,i,i,i,i
CCNC(=S)N1CCN(CC(=O)Nc2ccc(OC)cc2)CC1,i,i,i,i,i,i,i,i,i,i,i
O=C(NNC(=O)c1nn(-c2ccc(F)cc2)ccc1=O)c1ccccc1Cl,i,i,i,i,i,i,i,i,i,i,i
Cc1ccc(/C=N/n2c(C)nc3ccccc3c2=O)o1,i,i,i,i,i,i,i,i,i,i,i
COCCc1nnc(NC(=O)C23CC4CC(CC(C4)C2)C3)s1,i,i,i,i,i,i,i,i,i,i,i
CN(C)CCCn1c(SCC(=O)N2CC(=O)Nc3ccccc32)nc2ccccc2c1=O,i,i,i,i,i,i,i,i,i,i,i
Cc1c(C(=O)N/N=C/C(C)C)[nH]c2c([N+](=O)[O-])cccc12,i,i,i,i,i,i,i,i,i,i,i
O=C(c1cccc(C(F)(F)F)c1)C1CCCN(C(=O)CN2CCCC2=O)C1 (configuration not stated),i,i,i,i,i,i,i,i,i,i,i
Cc1cccc(NC(=O)c2nc[nH]c2C(=O)N[C@@H](Cc2ccccc2)C(=O)OC(C)(C)C)c1,i,i,i,i,i,i,.,i,i,i,i
c1ccc(CNc2ncnc3nc[nH]c23)nc1,i,i,i,i,i,i,i,i,i,i,i
C[C@H](NC(=O)c1ccccc1Cl)C(=O)NCc1cccs1,i,i,i,i,i,i,i,i,i,i,i
CCc1cc(=O)oc2cc(C)c(CN3CCCC(C)C3)c(O)c12 (configuration not stated),i,i,i,i,i,i,i,i,i,i,i

# Exported with values under each structure: part of the list above
# Screens in order: MrgX1 agonist, ANO1 activ, TMEM16A inh, TRPC4 PAM, RGS4 block, TRPC6 inh, TRPC4 inh, TRPC4 act, MrgX1 antag, TRPC6 act, MrgX1 allo act
- O=C(/C=C/c1ccc2c(c1)OCO2)c1cccnc1
    i, i, i, i, i, i, i, i, i, i, i
- CCOC(CNC(=O)CCc1c(C)nc2ncnn2c1C)OCC
    i, i, i, i, i, i, i, i, i, i, i
- CCN(c1ccccc1)c1nc2nonc2nc1NCCO
    i, i, i, i, i, i, i, i, i, i, i
- Cc1cc(C(=O)COC(=O)c2ccc(N)c([N+](=O)[O-])c2)c(C)n1Cc1ccc2c(c1)OCO2
    i, i, i, i, i, i, i, i, i, i, i
- O=C(O)C1CCCCN1S(=O)(=O)c1ccc2ccccc2c1 (configuration not stated)
    i, i, i, i, i, i, i, i, i, i, i
- CCNC(=S)Nc1ccc(Cc2ccncc2)cc1
    i, i, i, i, i, i, i, i, i, i, i
- CC(CCc1ccccc1)NS(=O)(=O)c1ccc(Cl)c(C(=O)O)c1 (configuration not stated)
    i, i, i, i, i, i, i, i, i, i, i

# Other structures follow:
SMILES,MrgX1 agonist,ANO1 activ,TMEM16A inh,TRPC4 PAM,RGS4 block,TRPC6 inh,TRPC4 inh,TRPC4 act,MrgX1 antag,TRPC6 act,MrgX1 allo act
N#CNC(=Nc1ccc(Cl)cc1)Oc1ccccc1,i,i,i,i,i,i,i,i,i,i,i
COc1ccc(S(=O)(=O)Cc2ccc(C(=O)N3CCN(c4ccccc4)CC3)o2)cc1,i,i,i,i,i,i,i,i,i,i,i
Cc1cc(-n2c(SCC(=O)NCCC3=CCCCC3)nc3n[nH]c(C)c3c2=N)ccc1Cl,i,i,i,i,i,i,i,i,i,i,i
CCc1nnc(NC(=O)c2oc3cc(C)c(C)cc3c2C)s1,i,i,i,i,i,i,i,i,i,i,i
CCc1cccc(NC2c3ccccc3C(=O)N2c2ccc(C)cn2)c1 (configuration not stated),i,i,i,i,i,i,i,i,i,i,i
O=C(Nc1ccccc1)c1ccccc1OCc1ccc(S(=O)(=O)N2CCOCC2)cc1,i,i,i,i,i,i,i,i,i,i,i
CC(C)(SC(=S)N1CCCCCC1)C(=O)O,i,i,i,i,i,i,i,i,i,i,i
O=C(/C=C/c1cccs1)c1cc(F)ccc1OC(=O)N1CCOCC1,i,i,i,i,i,i,i,i,i,i,i
O=C(O/N=C1/CCCc2occc21)c1ccc(F)cc1,i,i,i,i,i,i,i,i,i,i,i
CCc1ccc2[nH]c(=O)c(CN(CCN(CC)CC)C(=O)NC3CCCCC3)cc2c1,i,i,i,i,i,i,i,i,i,i,i
CC(C)c1ccc(/C=N/NC(=O)CN(c2cccc(Cl)c2Cl)S(C)(=O)=O)cc1,i,i,i,i,i,i,i,i,i,i,i
Cc1ncoc1C(=O)Nc1ncc([N+](=O)[O-])s1,i,i,i,i,i,i,i,i,i,i,i
CCOC(=O)n1c(=O)n(C)c2ccc(Cl)cc21,i,i,i,i,i,i,i,i,i,i,i
COc1ccc(CCN2C(=O)CCC2(C)C(=O)NCc2cccnc2)cc1OC (configuration not stated),i,i,i,i,i,i,i,i,i,i,i
Cc1ccc(NC(=O)CSc2nc(=O)n(CCN3CCOCC3)c3c2CCCC3)cc1,i,i,i,i,i,i,i,i,i,i,i
COc1ccc(S(=O)(=O)NCC(c2ccc(C)cc2)N2CCN(C)CC2)cc1OC (configuration not stated),i,i,i,i,i,i,i,i,i,i,i
Cc1ccc(S(=O)(=O)N(C)c2ccc(C(=O)Nc3cccc(C)n3)cc2)cc1,i,i,i,i,i,i,i,i,i,i,i
CC(C)(C)c1ccc(C(=O)NCC(=O)N2CCC3(CC2)NCCc2[nH]cnc23)cc1,i,i,i,i,i,i,i,i,i,i,i
Cc1nc(NC(=O)c2ccccc2)sc1-c1csc(Nc2cccc(F)c2)n1,i,.,i,i,i,i,i,i,i,i,i
COc1ccc2c(c1)CCCN2C(N)=Nc1ccc(Cl)cc1,33*,i,i,i,i,-6.5*,i,i,i,i,i
